Screens (PubChem)
NTR1 ag: agonists of NTR1, primary screen, imaging, U2OS cells, beta-arrestin-GFP, high content (AID 493036); NTR1-U2OS beta-arrestin-GFP spot imaging, agonist mode; activation, % at 20 µM; 0.17% of 330,000 active;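 active = activation at or above 40% of the spot to cytoplasm intensity ratio, with at least 20 cells analyzed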;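 note: 0% = DMSO without peptide and 100% = 100 nM NTR1 peptide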
Target sequence (P30989 whole entry, looked up): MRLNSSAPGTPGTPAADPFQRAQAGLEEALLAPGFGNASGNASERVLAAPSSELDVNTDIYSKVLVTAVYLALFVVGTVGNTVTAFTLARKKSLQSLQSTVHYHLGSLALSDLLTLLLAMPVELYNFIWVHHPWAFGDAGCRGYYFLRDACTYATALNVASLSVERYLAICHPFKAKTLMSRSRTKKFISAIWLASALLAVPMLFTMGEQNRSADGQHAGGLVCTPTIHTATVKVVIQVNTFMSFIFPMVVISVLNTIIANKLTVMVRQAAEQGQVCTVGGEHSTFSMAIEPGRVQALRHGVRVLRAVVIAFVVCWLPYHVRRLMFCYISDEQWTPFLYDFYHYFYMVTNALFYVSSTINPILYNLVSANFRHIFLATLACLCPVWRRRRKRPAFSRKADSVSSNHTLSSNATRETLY
Rac1 GTP hydrolysis: MgcRacGAP GTPase-activating activity inhibitors, confirmation, biochemical, ADP Hunter fluorescence. one-dose inhibition, % at 30 µM; IC50 in µM for titrated hits. MgcRacGAP-stimulated Rac1 GTP hydrolysis, ADP Hunter fluorescence; higher % means a stronger effect; GST-tagged Rac1 F28L mutant substrate. 0.6% of 340,000 active. AID 624330;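 active = first-screen hits whose inhibition reached a set limit at any dose in the follow-up dose series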;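 note: fluorescence reports GDP produced by GAP-driven GTP hydrolysis; strong numbers were not always called active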
UTI89 phage lysis: inhibition of K1F phage lysis, E. coli UTI89, bacterial capsule biogenesis inhibitors, alamar blue (AID 488966). inhibition, % at 100 µM, or IC50 in µM where a hit was titrated. 0.02% of 340,000 active. E. coli UTI89 K1F phage lysis, alamar blue, 2 h; higher % means a stronger effect;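 active = phage lysis inhibition, versus mean bacterial control, above a set limit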;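 note: capsule biogenesis inhibitors block K1F phage lysis so surviving cells raise fluorescence; higher fluorescence means more inhibition of phage lysis; actives were called in the ten point dose series up to 300 µM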
NTR1 ag cell count 20 µM: also measured in NTR1 ag; calls as there; cell count; measured here: cell count, cytotoxicity flag
Numbers without * were called inactive; & = joins results of further samples; [ ] = another dose, or the depositor's remark.

SMILES	NTR1 ag	NTR1 ag cell count 20 µM	Rac1 GTP hydrolysis	UTI89 phage lysis
O=C(CN1CCN(C(=O)c2ccc(-c3nc4ccccc4s3)o2)CC1)Nc1ccccc1Cl	48*	45*	8%	-0.4%[50 µM]
O=C1N[C@H](Cc2ccccc2)COC(=O)[C@H](Cc2ccc(F)cc2)CC/C=C/C[C@H]1CC(=O)N(CCO)Cc1ccccc1	4.4	55	3%	0.2%
C=CCC[C@@H](Cc1ccc(F)cc1)C(=O)OC[C@@H](Cc1c[nH]c2ccccc12)NC(=O)[C@H](CC=C)CC(=O)N(CCO)Cc1ccccc1	18	69	4%	0.2%
CCCCN(C(=O)c1cccc(-n2cccc2)c1)c1c(N)n(CCCC)c(=O)[nH]c1=O	-1.4	70	14%	0.6%[50 µM]
COc1ccc(N(CCC(=O)Nc2ccccc2F)S(=O)(=O)c2ccc(C)cc2C)cc1	1.8	49	1%	-0.1%[50 µM]
O=C(NC1CC(=O)N(c2ccc3c(c2)OCCO3)C1)N1CCC(O)CC1 (stereo not given)	0.1	49	10%	1.1%[50 µM]
O=C(c1cc(-c2ccco2)nc2ccccc12)N1CCCC(C(F)(F)F)C1 (stereo not given)	0.5	64	10%	-0.2%[50 µM]
CCOC(=O)c1c(C)[nH]c(C)c1C(=O)COC(=O)[C@@H](NC(=O)c1ccco1)C(C)C	6.3	56	-4%	0.9%
Cc1ccc(S(=O)(=O)N2CCC(C(=O)Nc3ccc(N4CCOCC4)cc3)CC2)cc1C	1.1	66	3%	3.3%[50 µM]
Cc1ccc(S(=O)(=O)N2CCOCC2)cc1NC(=O)COC(=O)/C=C/c1ccco1	-1.4	67	1%	0.5%[50 µM]
CN(CC(=O)Nc1ccccc1Cl)C(=O)COC(=O)c1ccc(C(F)(F)F)cc1	-0.8	49	2%	0.2%[50 µM]
CC(C)(C)OC(=O)NCc1ccc(CNC(=O)c2ncn(Cc3ccccc3)c2C(=O)NCc2ccc(CNC(=O)OC(C)(C)C)cc2)cc1	-0.9	70	5%	1.2%
COc1ccc(C2=Nn3c(nnc3-c3ccccc3F)SC2)cc1OCC1CC1	11	63	10%	-0.5%
O=C(CNC(=O)c1ccc(Br)o1)Nc1cccc(S(=O)(=O)N2CCCC2)c1	-0.1	50	4%	1.3%[50 µM]
O=C1C=C(c2cc(F)ccc2F)C[C@@H](c2ccc(Cl)cc2)C1	6.4	66	-1%	1.1%
O=C(CCc1nc2ccccc2c(=O)[nH]1)NNC(=O)c1ccc(F)cc1	-2.1	45	6%	0.5%[50 µM]
C[N+](C)(C)CC=O	2.1	44	-4%	0.9%
NC(=O)Nc1ccc(C(=O)OCC(=O)Nc2sccc2C(N)=O)cc1	-0.1	53	7%	0.9%[50 µM]
O=[N+]([O-])c1ccc(S(=O)(=O)NCC(c2ccco2)N2CCc3ccccc3C2)cc1 (stereo not given)	1.9	57	15%	-0.8%[50 µM]
COc1ccc(CC(=O)Nc2ccc(S(=O)(=O)N3CCOCC3)cc2)cc1	-0.2	43	2%	0.8%[50 µM]
CC(C)CN1C(=O)C(=O)N(CC(=O)NC(C)CCc2ccccc2)C1=O (stereo not given)	0.3	63	7%	2.0%[50 µM]
COc1cc(S(=O)(=O)N2CCOCC2)cc(C(=O)OCC(=O)NCc2ccco2)c1OC	2.2	48	3%	0.5%[50 µM]
CCOc1ccccc1NC(=O)COc1coc(CN2CCc3ccccc3C2)cc1=O	4.4	66	5%	-0.5%
CCOc1cc(N2CCOCC2)c(OCC)cc1NC(=O)c1ccc(F)c(S(=O)(=O)N2CCOCC2)c1	0.0	72	1%	0.0%[50 µM]
COc1cc2c3c([nH]c2cc1F)C(=O)NCC3	0.7	73	9%	0.0%
C/C(=C\C(=O)OCCCCCCCCC(=O)O)C[C@@H]1OC[C@H](C[C@@H]2O[C@H]2[C@@H](C)[C@H](C)O)[C@@H](O)[C@H]1O	1.5	48	2%	-15%
COc1ccc(C(=O)O/N=C2\C(=O)N(C)c3ccccc32)cc1	10	53	11%	0.2%
Cc1ccc(/C=C/C(=O)OCC(=O)NCCc2ccc(S(N)(=O)=O)cc2)o1	-0.2	69	4%	-1.6%
COC(=O)c1cccc(NC(=O)CCCN2C(=O)NC3(CCCC3)C2=O)c1	-0.2	65	6%	1.3%[50 µM]
Cc1cc(OCC(=O)OC(C)C(=O)Nc2ccc(N3CCOCC3)cc2)ccc1Cl (stereo not given)	-0.6	47	3%	0.2%[50 µM]
COc1ccc(C(O)Cc2nccn2C)cc1 (stereo not given)	-1.1	65	3%	-0.6%
Cc1ccc(S(=O)(=O)N2[C@@H](c3ccc(F)cc3)C(C(=O)O)=CC[C@H]2c2cccc(C)c2)cc1	1.8	60	5%	0.5%
O=C(COC(=O)CNC(=O)C1CCCCC1)NCc1ccccc1	1.0	56	2%	0.9%[50 µM]
CC(=O)Nc1ccc(S(=O)(=O)NCC(=O)OCC(=O)N2CCCCCC2)cc1	1.1	64	3%	1.2%[50 µM]
C[C@H]1C=C(C(=O)O)O[C@@H](OCc2ccc(CO)cc2)C1	-1.0	90	7%	0.1%
Cc1sc2ncnc(SCC(=O)Nc3cccc(S(N)(=O)=O)c3)c2c1C	1.7	67	4%	-0.9%
CC1=Nc2nc(N3CCCCCC3)c(C#N)c3c4c(nc(c23)N1)N(c1ccc2ccccc2c1)C(=O)C4	3.8	60	3%	0.3%
CS(=O)(=O)c1ccc(Cl)c(NC(=O)COC(=O)COc2ccc3c(c2)CCC3)c1	0.6	70	4%	1.5%[50 µM]
Cc1noc(C)c1CSCC(=O)N(C)CC(=O)Nc1ccc(F)c(F)c1F	3.5	53	4%	1.9%[50 µM]
CC(C)[C@H](NC(=O)c1ccc(Cl)cc1Cl)C(=O)NNc1cccc(C(=O)O)c1	-0.1	41	4%	4.2%
CN(CC(=O)Nc1ccc(F)cc1)C(=O)CCc1nc2sc3c(c2c(=O)[nH]1)CCCC3	-0.4	56	8%	1.4%[50 µM]
CCN(CC)C(=O)OCc1c(-c2ccccc2)ncc2ccccc12	-0.3	47	14%	1.8%
CN1CCN(C(=O)c2ccc(-c3ccc(Br)cc3)o2)CC1	0.2	50	12%	0.7%[50 µM]
CC(Sc1nnnn1C1CC1)C(=O)N1CC(=O)Nc2ccccc21 (stereo not given)	1.4	64	3%	1.0%[50 µM]
O=C(/C=C/c1cccs1)c1cc(F)ccc1OC(=O)N1CCOCC1	-1.4	53	1%	4.5%
COc1cccc(CNC(=O)CSc2nc3c(oc4ccccc43)c(=O)n2CC2CCCO2)c1 (stereo not given)	1.2	75	7%	1.4%[50 µM]
CCOc1ccc(S(=O)(=O)N2CCCCC2)cc1NC(=O)CN1C(=O)NC(C)(c2ccccc2)C1=O (stereo not given)	1.8	53	3%	0.7%[50 µM]
CCOC(=O)[C@H]1[C@H]2COc3cc(OC)ccc3[C@@H]2N2C(=O)c3ccc(C)cc3NC(=O)[C@@]12C	-3.1	94	8%	6.8%
Cc1nn(C2CCS(=O)(=O)C2)c(C)c1CN(C)C(=O)c1ccc(S(=O)(=O)N(C)C)cc1 (stereo not given)	-0.3	66	4%	0.4%[50 µM]
CCCn1c(N)c(N(CCOC)C(=O)C2CCCC2)c(=O)[nH]c1=O	-2.8	40	8%	0.5%[50 µM]

Some of the entries above, set out differently:
CC(Sc1nnnn1C1CC1)C(=O)N1CC(=O)Nc2ccccc21 (stereo not given)
  NTR1 ag: 1.4	NTR1 ag cell count 20 µM: 64	Rac1 GTP hydrolysis: 3%	UTI89 phage lysis: 1.0%[50 µM]
CCOC(=O)[C@H]1[C@H]2COc3cc(OC)ccc3[C@@H]2N2C(=O)c3ccc(C)cc3NC(=O)[C@@]12C
  NTR1 ag: -3.1	NTR1 ag cell count 20 µM: 94	Rac1 GTP hydrolysis: 8%	UTI89 phage lysis: 6.8%
O=C(/C=C/c1cccs1)c1cc(F)ccc1OC(=O)N1CCOCC1
  NTR1 ag: -1.4	NTR1 ag cell count 20 µM: 53	Rac1 GTP hydrolysis: 1%	UTI89 phage lysis: 4.5%

(further entries)
SMILES	NTR1 ag	NTR1 ag cell count 20 µM	Rac1 GTP hydrolysis	UTI89 phage lysis
O=C(CNC(=O)c1cccc([N+](=O)[O-])c1)OCCCC(=O)c1ccc(F)cc1	1.4	35	5%	0.6%[50 µM]
C=CCN(c1ccccc1)S(=O)(=O)c1cccc(C(=O)N2CCN(c3ncccn3)CC2)c1	-1.3	45	10%	-0.3%[50 µM]
COc1ccc(S(=O)(=O)N/N=C(/C)c2ccc(C)o2)cc1	-0.1	62	2%	-1.4%
COc1ccccc1C(C)NC(=O)c1ccccc1SCC(=O)N1CCCC1 (stereo not given)	0.1	70	-1%	0.2%[50 µM]
CCC(C)NC(=O)c1ccc(Cl)c(S(=O)(=O)Nc2ccccc2N2CCOCC2)c1 (stereo not given)	6.0	58	3%	0.2%[50 µM]
COc1cc(OC)cc(-c2c(C#Cc3ccsc3)c3cc(-c4cccc5[nH]ccc45)ccc3n2C)c1	1.8	60	4%	1.6%
O=C(C[C@H]1C[C@H](C(=O)N2CCCCC2)[C@@]2(CCc3ccccc3)c3[nH]c4ccc(Cl)cc4c3CCN2C1=O)NCCN1CCOCC1	0.2	75	10%	0.1%
COc1ccc(Cl)cc1NC(=O)CN(C)C(=O)c1cccc2cccnc12	-1.0	42	4%	2.0%[50 µM]
CCOc1ccc(NC(=O)CSc2nccn(-c3ccc4c(c3)OCCO4)c2=O)cc1	0.1	56	11%	0.2%[50 µM]
COC(=O)[C@@]1(C)[C@H]2C(=O)N(C)C(=O)[C@H]2[C@H]2CN=C(SCc3ccccc3)N21	-0.5	62	7%	0.1%
COc1ccc(NC(=O)Cn2c(C)csc2=O)c(OC)c1	0.4	77	8%	1.7%[50 µM]
Cc1cccc(NC(=O)C(C)SCc2nc3sc4c(c3c(=O)[nH]2)CCCC4)n1 (stereo not given)	1.0	50	12%	1.0%[50 µM]
CN(CC(=O)Nc1ccc(Cl)c(S(=O)(=O)N2CCOCC2)c1)C(=O)c1cccs1	-1.6	53	7%	1.1%[50 µM]
COc1ccc2[nH]c3c(c2c1)CCN1C(=O)C(CC(=O)NCC24CC5CC(CC(C5)C2)C4)C[C@H](C(=O)N2CCOCC2)[C@@]31C (stereo not given in full)	0.4	61	8%	0.3%
COc1ccc(CNC(=O)COC(=O)c2[nH]c(C)c(C(C)=O)c2C)cc1OC	-2.1	43	8%	2.2%[50 µM]
Cc1csc(SC(C)C(=O)Nc2ccc(F)cc2Cl)n1 (stereo not given)	0.5	53	0%	-1.0%
Cc1noc(C)c1NC(=O)N(C)C[C@H]1Oc2c(NC(=O)Nc3ccc(C(F)(F)F)cc3)cccc2C(=O)N([C@H](C)CO)C[C@@H]1C	0.8	60	7%	1.5%
Cc1cccc(N(Cc2ccccc2)C(=O)CN2C(=O)NC3(CCCCC3C)C2=O)c1 (stereo not given)	4.3	64	5%	-0.1%[50 µM]
Cc1cccn2c(=O)c3cc(C#N)c(=NC(=O)c4ccccc4)n(Cc4ccco4)c3nc12	2.4	93	7%&15%	0.2%&1.3%
CCOc1ccc(C(=O)CCC(=O)N(CC)CC(=O)NCc2cccs2)cc1	0.1	39	-2%	-0.2%[50 µM]
CCN(CC)CCNC(=O)c1ccc(NC(=O)c2cccc(-n3cnnn3)c2)cc1	-0.4	53	7%	-1.0%
CCC1(CC)C(=O)C2=C3C1[C@H](C(=O)OC)C=C(C(=O)OC)C[C@H]3[C@H]1C(=O)N(CC(=O)OC)C(=O)[C@H]1[C@H]2C (stereo not given in full)	-4.1	39	2%	-0.4%
O=C(Cc1ccccc1)N1O[C@H]2C=C[C@@H]1CC2	1.8	47	6%	0.4%
CC1CC(C)(C)CC2(C1)NC(=O)N(CC(=O)Nc1ccc3[nH]c(=O)[nH]c3c1)C2=O (stereo not given)	0.2	50	6%	0.1%[50 µM]
C=C[C@@H]1c2cc(C)ccc2N(S(=O)(=O)c2ccc(C)cc2)[C@H](c2ccc(OC(C)=O)cc2)C1(C#N)C#N	-0.9	56	9%	-6.9%
CCC1CCc2sc(C(=O)N(C)CC(=O)Nc3cccc(OC)c3)cc2C1 (stereo not given)	4.3	52	9%	0.2%[50 µM]
Cc1ccc(CN(C)C(=O)c2cccc(S(=O)(=O)N3CCc4ccccc4C3)c2)o1	0.1	54	4%	-0.5%[50 µM]
CCC(C)N(C(=O)COC(=O)C1CCN(S(=O)(=O)c2ccc(C)c(C)c2)CC1)C1CCS(=O)(=O)C1 (stereo not given)	-1.2	40	4%	0.7%[50 µM]

Looked up above.
`CCN(CC)CCNC(=O)c1ccc(NC(=O)c2cccc(-n3cnnn3)c2)cc1` in UTI89 phage lysis shows -1.0%
`CCC1CCc2sc(C(=O)N(C)CC(=O)Nc3cccc(OC)c3)cc2C1` (stereo not given) in UTI89 phage lysis shows 0.2%[50 µM]
`Cc1ccc(CN(C)C(=O)c2cccc(S(=O)(=O)N3CCc4ccccc4C3)c2)o1` in NTR1 ag shows 0.1
`CC1CC(C)(C)CC2(C1)NC(=O)N(CC(=O)Nc1ccc3[nH]c(=O)[nH]c3c1)C2=O` (stereo not given) in NTR1 ag shows 0.2
`C=C[C@@H]1c2cc(C)ccc2N(S(=O)(=O)c2ccc(C)cc2)[C@H](c2ccc(OC(C)=O)cc2)C1(C#N)C#N` in UTI89 phage lysis shows -6.9%

Some of the compounds tested; rates above refer to the full screens.
